Screens deposited in PubChem by several laboratories.
KCNQ1 act = potentiates or activates the human KCNQ1 potassium channel | B-score at 10 µM | 310,000 compounds, 0.35% hits | CHO-K1 KCNQ1, thallium flux FluxOR fluorescence; hits give high values | P51787;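 active means fluorescence ratio B-score, a plate-corrected score, at least three library SD, with initial intensity B-score within 5 SD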
Target sequence (P51787 whole entry, looked up): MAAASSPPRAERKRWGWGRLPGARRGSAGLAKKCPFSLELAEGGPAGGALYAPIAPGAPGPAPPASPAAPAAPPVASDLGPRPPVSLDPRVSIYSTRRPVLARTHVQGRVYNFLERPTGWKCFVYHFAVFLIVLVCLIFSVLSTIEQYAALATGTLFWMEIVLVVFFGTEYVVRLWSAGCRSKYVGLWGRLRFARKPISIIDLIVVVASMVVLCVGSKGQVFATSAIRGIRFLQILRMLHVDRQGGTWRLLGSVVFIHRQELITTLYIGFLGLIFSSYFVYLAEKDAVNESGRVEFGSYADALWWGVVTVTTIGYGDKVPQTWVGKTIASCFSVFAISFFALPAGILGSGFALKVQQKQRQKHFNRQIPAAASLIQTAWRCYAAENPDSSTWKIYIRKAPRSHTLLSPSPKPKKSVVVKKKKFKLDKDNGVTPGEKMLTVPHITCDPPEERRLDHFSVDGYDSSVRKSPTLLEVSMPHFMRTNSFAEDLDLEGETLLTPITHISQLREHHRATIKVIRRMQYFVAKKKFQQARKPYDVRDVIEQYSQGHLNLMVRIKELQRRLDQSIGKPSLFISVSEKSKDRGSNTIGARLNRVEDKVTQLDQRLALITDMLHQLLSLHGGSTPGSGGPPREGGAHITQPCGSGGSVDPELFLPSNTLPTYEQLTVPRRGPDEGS
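Test system: CHO-K1 cells stably expressing KCNQ1 / Medium: assay buffer / Also added: depolarizing K+/Tl+ stimulus, K2SO4 and Tl2SO4 each 12.5 mM in 5x stock / Incubation: 90 min dye loading and 20 min compound exposure, both at room temperature / Signal: thallium influx via FluxOR fluorescence, kinetic imaging / Evaluation: B score of baseline-normalized fluorescence ratio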
RGS4 pot = RGS4 potentiation or activation | B-score at 10 µM | HEK293 M3R/inducible RGS4, carbachol calcium flux Fluo4; hits give low values | 310,000 compounds, 0.92% hits | AID 463111;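 active means B-score of the integrated calcium signal more than 4 SD below the library mean, with starting fluorescence not abnormally high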;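 further: negative B-score means reduced calcium response which marks RGS4 activation or potentiation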
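Also added: carbachol at ECmax as muscarinic agonist stimulus; Assay system: HEK293 cells with stable M3R and inducible RGS4; Timing: overnight RGS4 induction, 30 min dye load 37 °C, 20 min compound RT; Measured by: Fluo4-AM (2 µM) calcium-flux fluorescence, kinetic read.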
DYRK1A inh = blocks rat Dyrk1A kinase activity | ADP-Glo luminescence, NFATc1 peptide | inhibition, % at 12.5 µM | 310,000 compounds, 0.43% hits | AID 504441; in the data active means inhibition above about 50%;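 further: plate controls were vehicle with enzyme for no effect and no enzyme for full effect; many of its hits are not listed in these tables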
GSK3 alpha inh = human GSK-3 alpha kinase inhibition. P49840. ADP-Glo luminescence, 60 min. inhibition, % at 10 µM. 320,000 compounds, 0.1% hits. AID 2650;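 in the data active means inhibition above about 50%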;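 further: GST-tagged GSK-3 alpha with peptide substrate and 25 µM ATP; 0% = DMSO neutral wells and 100% = GW8510 positive control wells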
hERG protect = compounds protecting human hERG from proarrhythmic drug block. 310,000 compounds, 0.51% hits. CHO-hERG, FluxOR thallium flux, dofetilide IC70 present. activation (rescue from dofetilide block), less the hit threshold, % at 10 µM. Q12809. AID 1511;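 active means activation above the mean of controls blocked by dofetilide plus 5 SD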;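 further: thallium influx through hERG after potassium depolarization seen as dye fluorescence rise; in these data hits start at about 4.7%; inactives centre near -7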
KCNK3 inh = human KCNK3 channel inhibition, primary screen; B-score at 10 µM; O14649; CHO-KCNK3 thallium flux, FluxOR fluorescence; hits give low values; 340,000 compounds, 0.84% hits;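 active means B-score under library mean minus 4 SD, starting fluorescence ratio at most library mean plus 5 SD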;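 further: more negative B-score means stronger inhibition of thallium flux through KCNK3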
KCNQ1 block = human KCNQ1 channel inhibition; B-score at 10 µM; CHO-K1 KCNQ1, FluxOR thallium flux fluorescence; hits give high values; AID 2642; 310,000 compounds, 1.3% hits; P51787;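 active means compounds whose thallium flux B-score, printed positive for inhibition, exceeds three library SD while starting fluorescence stays within three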;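 further: channel opened by potassium depolarization with thallium stimulus after 20 min compound exposure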
RGS4 block = human RGS4 inhibition; HEK293 M3R/RGS4 inducible, Fluo-4 calcium flux; hits give high values; triggered by carbachol at its EC20; P49798; 310,000 compounds, 0.45% hits; B-score at 10 µM;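 active means B-score, a plate-corrected calcium signal, over three deviations above library mean, with baseline fluorescence within five deviations of library mean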;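 further: RGS4 expression induced by doxycycline in cells with stable M3 receptor; B-score is computed from the integrated fluorescence ratio over baseline after carbachol; higher B-score means a larger calcium signal and so more RGS4 inhibition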
PolyA inh = yeast polyadenylation inhibition; S. cerevisiae SKY197-pL101 polyadenylation reporter, beta-gal luminescence; efflux-impaired pdr1/pdr3 knockout yeast; score 100 = 6 SD above DMSO; calls only at 12 µM; 300,000 compounds, 0.02% hits;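 active means lowest replicate activity score at least 50, where 100 means six control SD above control mean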;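 further: yeast exposed to compound for 9 h at 30 °C; higher score means more reporter readthrough which indicates perturbed polyadenylation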
KCNK9 block = blocks the human KCNK9 two-pore domain potassium channel; Q9NPC2; 310,000 compounds, 1.2% hits; B-score at 10 µM; HEK293 KCNK9, FluxOR thallium flux fluorescence; hits give low values;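 active means ratio B-score over 3 SD below the library mean, with starting fluorescence within 5 SD of its mean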;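 further: negative B-score means less thallium flux so channel inhibition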
GSK3beta inhib = inhibitors of human GSK3beta kinase; P49841; GST-GSK3beta kinase, ADP-Glo luminescence, 60 min; hits give low values; activity score (negative = inhibition), % at 10 µM; 300,000 compounds, 0.038% hits;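 active means more than half of replicate wells score below -50%, meaning over 50% inhibition versus plate controls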;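 further: 0% = median DMSO wells and -100% = median GW8510 positive control wells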
Target sequence (P49841 whole entry, looked up): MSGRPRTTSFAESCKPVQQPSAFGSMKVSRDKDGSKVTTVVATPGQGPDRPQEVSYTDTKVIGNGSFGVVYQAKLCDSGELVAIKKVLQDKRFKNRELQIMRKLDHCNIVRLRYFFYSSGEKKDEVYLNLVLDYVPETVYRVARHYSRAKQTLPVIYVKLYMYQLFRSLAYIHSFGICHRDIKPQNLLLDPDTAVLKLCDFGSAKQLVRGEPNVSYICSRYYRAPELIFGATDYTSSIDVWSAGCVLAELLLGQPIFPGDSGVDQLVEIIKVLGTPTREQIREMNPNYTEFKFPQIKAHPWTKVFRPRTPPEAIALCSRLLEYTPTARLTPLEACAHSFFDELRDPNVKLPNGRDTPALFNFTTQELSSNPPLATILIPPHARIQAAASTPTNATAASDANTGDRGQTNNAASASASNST
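Test system – GST-tagged human GSK3beta kinase, cell-free · Incubation – 60 min enzyme reaction, room temperature · Signal – ADP-Glo luminescence · Also added – peptide substrate and ATP at 25 µM · Controls – DMSO neutral wells and GW8510 at 20 µM as positive · Buffer or medium – Tris/MgCl2 kinase buffer · Measure – Luminescence-derived activity versus plate DMSO and GW8510 wells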
An asterisk follows results filed as active; i = inactive; nt = no result given.

Molecule	KCNQ1 block	DYRK1A inh	PolyA inh	RGS4 pot	GSK3beta inhib	GSK3 alpha inh	RGS4 block	hERG protect	KCNK3 inh	KCNK9 block	KCNQ1 act
CCOC(=O)C1=C(CC)OC(N)=C(C#N)C1c1cc(OC)ccc1OC (stereo not drawn)	i	2	i	i	1	-2	i	-16	i	i	i
COc1ccc(S(=O)(=O)NC2CC(=O)N(c3ccc(C)c(C)c3)C2)cc1 (stereo not drawn)	i	-11	i	i	2	-3	i	-25	i	i	i
COC(=O)c1ccc(Cn2nnc3c(=O)[nH]c(C4CCCN(S(=O)(=O)c5ccccc5)C4)nc32)cc1 (stereo not drawn)	i	-10	i	i	0	0	i	-8	i	i	i
O=S(=O)(Nc1ccc(OC(F)F)cc1)c1ccc(-c2ccon2)s1	i	-4	i	i	-2	-1	i	-10	i	i	i
COc1cccc2sc(Nc3nc(-c4ccccn4)cs3)nc12	i	24	i	-8.7*	1	0	i	24*	i	-6.9*	33*
CN(Cc1ccccc1NS(=O)(=O)c1ccc(Cl)cc1)C1CCCCC1	i	nt	i	i	0	1	i	-12	i	i	i
Cc1cccc(NC(=O)c2ccc(OCC3CCCO3)cc2)c1C (stereo not drawn)	i	0	i	i	-1	0	i	-3	i	i	i
C/C(N)=C(/C#N)C(=O)COC(=O)c1ccc(NC(N)=O)cc1	i	2	i	i	1	-3	i	-14	i	i	i
CC1CC(OC(=O)CN2CCCCC2)CC(C)(C)C1 (stereo not drawn)	i	nt	i	i	1	-3	i	-3	nt	i	i
O=C(NC1CCCCC1)C(c1ccc(Cl)cc1)N1CCC2(CC1)OCCO2 (stereo not drawn)	i	-3	i	i	1	-4	i	-14	i	i	i
CCC(Oc1cc(Cl)ccc1Cl)C(=O)N1CCCN(C)CC1 (stereo not drawn)	i	-1	i	i	-1	nt	i	-11	i	i	i
Cc1ccccc1N1CCN(C(=O)NCc2cccc(Cl)c2)CC1	i	-7	i	i	0	0	i	-4	i	i	i
COc1ccc(C(=O)Nc2ccc3ccccc3n2)cc1OC	i	19	i	i	0	nt	i	-4	i	i	i
O=C(O)c1cc(S(=O)(=O)Nc2ccccc2Cc2ccccc2)ccc1Cl	i	-6	i	i	9	-3	i	-2	i	i	i
Cc1cccc(N2CCC(NCc3c(C(=O)N4CCCCC4)nc4c(C)cccn34)CC2)c1	i	4	i	i	2	0	i	-17	i	i	i
COc1ccc(NC(=O)CN(c2cccc(F)c2)S(C)(=O)=O)cc1OC	i	-1	i	i	4	-1	i	0	i	i	i
CN(CC(=O)Nc1ccc(S(=O)(=O)N2CCCC2)cc1)Cc1c(F)cccc1Cl	i	nt	i	i	-21	nt	i	-8	i	i	i
O=C(O)c1ccc(SCc2ccccc2)nc1	i	5	i	i	0	-1	i	-6	i	i	i
Cn1nnnc1N=N/C(=N/Nc1ccccc1)c1ccccc1	i	4	i	i	-3	-1	i	-3	i	i	i
Cc1ccc(N2CC(C(=O)Nc3nnc(SCCC4OCCO4)s3)CC2=O)cc1 (stereo not drawn)	i	-1	i	i	-2	2	i	-8	i	i	i
NC(=O)C1(N2CCCCC2)CCN(c2nc(-c3ccccc3)cs2)CC1	i	0	i	i	0	4	i	-14	i	i	i
Cc1ccc(Cn2c(=S)[nH]c3ccc(N4CCOCC4)cc3c2=O)o1	i	-1	i	i	1	-3	i	-9	i	i	i
O=C1c2cc(Cl)ccc2OC2(CCNCC2)C12CC(c1ccccc1)=NO2 (stereo not drawn)	i	-7	i	i	-3	-3	i	-8	i	i	i
CCOC(=O)C1(Cc2ccccc2)CCN(CC2CC=CCC2)CC1 (stereo not drawn)	i	-1	i	i	1	-1	i	-1	i	i	i
Cc1nc(C(=O)Nc2ccc(Cl)cc2Cl)nn1-c1cc(OC(C)C)c(Cl)cc1Cl	i	1	i	i	4	-2	i	-9	i	i	i
CCC1CCCCN1CC(=O)c1c(C)[nH]c2ccccc12 (stereo not drawn)	i	3	i	i	3	nt	i	-8	i	i	i
COc1ccc(OCc2nnc(SCC(=O)N3c4ccccc4Sc4ccc(Cl)cc43)o2)cc1	i	-1	i	i	1	-1	i	-15	i	i	i
O=C(Nc1ccncc1)C1CCN(S(=O)(=O)c2ccccc2)CC1	i	-6	i	i	0	2	i	-6	i	i	i
CC(C)c1ccc(N2CC(C)(C)C2=O)cc1	i	1	i	i	1	4	i	-2	i	i	i
COc1ccccc1-c1cc(C(=O)N2CCCc3ccccc32)no1	i	2	i	i	0	1	i	-15	i	i	i
Cc1ccc(NC(=O)Nc2cnccn2)cc1C	i	-12	i	i	4	-1	i	-16	i	i	i
Cc1ccc(-c2nnn(CC(=O)O)n2)cc1	i	nt	i	i	3	-6	i	-6	i	i	i
O=c1oc(-c2ccccc2)nc2sc3c(c12)CCC3	i	-3	i	i	0	-1	i	-8	i	i	i
CCc1nnc(NC(=O)CSc2nnc(C3CCCCC3)n2-c2cccc(Cl)c2)s1	i	-1	i	i	2	-2	i	-15	i	i	i
COc1ccc(OCC(=O)NCc2ccc(Cl)cc2)cc1	i	-3	i	i	-6	-1	i	1	i	i	i
COc1ccc(N2CCN(CCCNC(=S)Nc3c(C)cccc3C)CC2)cc1	i	-2	i	i	2	0	i	-11	i	i	i
CCOC(=O)c1ccc(NC(=S)Nc2cccc(N)n2)cc1	i	-3	i	i	0	1	i	-8	i	i	i
O=C(Nc1ccc(S(=O)(=O)Nc2nccs2)cc1)c1ccc(=O)[nH]c1	i	-1	i	i	-1	1	i	-9	i	i	i
CCc1ccccc1NC(=O)C1CCN(c2cnccn2)CC1	i	-4	i	i	0	0	i	-7	i	i	i
CCOC(=O)c1c(-c2cccs2)csc1NC(=O)c1ccco1	i	-2	i	i	1	-2	i	-11	i	i	i
COc1ccc2oc(C(=O)OCC(=O)Nc3ccccc3)c(C)c2c1	i	13	i	i	1	-1	i	-9	i	i	i
CCC(=O)NCCNC(=O)c1c(SC)nsc1SC	i	0	i	i	1	-2	i	-4	i	i	i
CCOC(=O)CCSc1nc(-c2ccccc2)cc(C(F)(F)F)n1	i	-1	i	i	-4	4	i	-9	i	i	i
O=C(OCC(=O)N1CCCc2ccccc21)c1ccc(Cl)nc1	i	-1	i	i	-4	-1	i	-11	i	i	i
Cc1ccc(NC(=O)CCC(=O)NNC(=O)c2ccccc2)c(C)c1	i	4	i	i	4	0	i	-5	i	i	i
COc1ccc(NC(=O)CCCN2C(=O)C3CC=CCC3C2=O)cc1 (stereo not drawn)	i	0	i	i	1	2	i	-3	i	i	i
CCOC(=O)c1sc(C)c2c1NC1(CCCCCC1)NC2=O	i	4	i	i	-3	-1	i	-12	i	i	i
O=C(NNC(=O)c1sccc1-n1cccc1)c1ccc(Cl)cc1	i	-5	i	i	2	-3	i	-1	i	i	i
CC(C)CCn1c(CN2CCOCC2)nc2c1c(=O)n(C)c(=O)n2C	i	0	i	i	1	2	i	-11	i	i	i
c1ccc(-c2noc(CSc3nnnn3-c3ccccc3)n2)cc1	6*	9	i	i	2	-3	i	-11	i	i	i
O=C(Nc1ccc(C(=O)O)cc1)/C(=C/c1ccc([N+](=O)[O-])cc1)NC(=O)c1ccccc1	i	4	i	i	4	-2	i	-11	i	i	i
O=C(/C=C/c1ccccc1)NC(NC(=S)Nc1ccc(Cl)cc1Cl)C(Cl)(Cl)Cl (stereo not drawn)	i	-5	i	i	3	-1	i	-13	i	i	i
COc1ccc(Cl)cc1C(=O)NCCS(=O)(=O)N1CCN(c2ccccc2F)CC1	i	4	i	i	3	0	i	-1	i	i	i
O=C(/C=C/c1ccccc1)NCCSCc1ccc(Cl)cc1	i	-1	i	i	-1	-1	i	-8	i	i	i
C=CCOc1ccc(C(=O)O)cc1Cl	i	-6	i	i	4	-8	i	-13	i	i	i
O=[N+]([O-])c1ccc(O)c(/C=N/n2cnc3ccccc32)c1	i	-1	i	i	4	1	i	-12	i	i	i
O=c1[nH]nc(SCc2nc3ccccc3s2)n1C1CC1	i	0	i	i	0	0	i	-5	i	i	i
Cc1cccc(C#N)c1NC1=CC(=O)CC(C)(C)C1	i	4	i	i	2	-2	i	-11	i	i	i
COc1cccc(-c2cc(C(=O)N3C(C)CCCC3C)no2)c1 (stereo not drawn)	i	7	i	i	1	-1	i	-17	i	i	i
Cc1ccc(-c2cc(C(=O)O)c3ccccc3n2)s1	i	1	i	i	0	-6	i	-7	i	i	i

(continued)
Molecule	KCNQ1 block	DYRK1A inh	PolyA inh	RGS4 pot	GSK3beta inhib	GSK3 alpha inh	RGS4 block	hERG protect	KCNK3 inh	KCNK9 block	KCNQ1 act
Cc1cc(NC(=O)CSc2ncnc3c2cnn3-c2ccccc2)no1	i	-2	i	i	3	-3	i	14*	i	i	i
COC(=O)CN1C(=S)N(c2ccc(F)cc2)C(=O)C1CC(=O)Nc1ccccc1 (stereo not drawn)	i	nt	i	i	0	-1	i	-5	i	i	i
O=C(CN1C(=O)/C(=C/c2ccco2)SC1=S)NC1CCS(=O)(=O)C1 (stereo not drawn)	i	-5	i	i	1	-2	i	-6	i	i	i
c1csc(Cc2nc(-c3ccc(-n4cccc4)cc3)no2)c1	i	6	i	i	3	nt	i	-4	i	i	i
CC(C)C(C(=O)Nc1sc2c(c1C#N)CCCCC2)N1C(=O)c2ccccc2C1=O (stereo not drawn)	i	0	i	i	-1	-3	i	-11	i	i	i
c1ccc(Cc2nn3c(COc4ccccc4)nnc3s2)cc1	i	16	i	i	-1	-6	i	-11	i	i	i
Cc1ccc(C2/C(=C(\O)c3c(C)nc4ccccn34)C(=O)C(=O)N2CCN(C)C)o1 (stereo not drawn)	i	-5	i	i	1	-6	i	1	i	i	i

The list is partial; rates above refer to the full screens.
